# ALOX15B inhib – blocks human 15-lipoxygenase 2 activity. Potency, µM (titrated, usually from 57.1 µM), for inactives: at the top dose activity change, negative = inhibition, usual class: inhibitors. hit rate 0.56% among 110,000. O15296. AID 881. purified 15hLO-2, xylenol orange hydroperoxide absorbance; further: potency means the concentration at half of the fitted maximal effect; nearly all actives have a fitted effect of over 60% in size; many of its hits are not listed in these tables
#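 Enzyme 50 nM, AA 45 uM, 25 mM Hepes pH 7.5 + 0.01% Triton X-100; cpd preinc 15 min RT, rxn 90 min RT; stop/detect with 200 uM XO + 300 uM Fe(II) in 50 mM H2SO4, 30 min; A573/A405.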
# ALOX12 inhib – blocks human 12-lipoxygenase activity. P18054. purified 12-hLO, xylenol orange hydroperoxide absorbance. Potency, µM (titrated, usually from 57.1 µM), without a hit: at the highest dose activity change, negative = inhibition, usual class: inhibitors. hit rate 0.12% among 150,000; further: potency means the concentration at half of the fitted maximal effect; nearly all actives have a fitted effect of over 55% in size; many of its hits are not listed in these tables
# Target sequence (P18054 whole entry, looked up): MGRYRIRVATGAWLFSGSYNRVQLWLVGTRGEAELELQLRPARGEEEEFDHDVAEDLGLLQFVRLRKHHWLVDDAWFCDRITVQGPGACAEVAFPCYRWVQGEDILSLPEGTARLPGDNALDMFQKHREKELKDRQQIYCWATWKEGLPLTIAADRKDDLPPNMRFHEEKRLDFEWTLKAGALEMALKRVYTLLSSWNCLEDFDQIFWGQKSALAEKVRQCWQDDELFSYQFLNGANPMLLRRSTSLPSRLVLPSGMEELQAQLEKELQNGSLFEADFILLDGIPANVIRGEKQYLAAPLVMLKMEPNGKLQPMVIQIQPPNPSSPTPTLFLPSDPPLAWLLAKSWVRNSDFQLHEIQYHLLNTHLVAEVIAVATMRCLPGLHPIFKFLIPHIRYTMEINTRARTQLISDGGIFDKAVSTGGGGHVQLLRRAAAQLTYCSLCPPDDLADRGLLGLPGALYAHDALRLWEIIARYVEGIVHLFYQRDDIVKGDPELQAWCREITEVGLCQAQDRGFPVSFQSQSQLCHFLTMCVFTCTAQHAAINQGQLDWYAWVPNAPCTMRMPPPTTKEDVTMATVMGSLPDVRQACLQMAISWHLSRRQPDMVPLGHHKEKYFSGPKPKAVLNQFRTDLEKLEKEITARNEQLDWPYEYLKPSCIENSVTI
#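 150 nM 12hLO, 25 mM Hepes pH 7.0 + 0.01% Triton X-100; cpd preinc 15 min RT; 40 uM arachidonic acid, 30 min RT; Fe-XO 30 min; A573/A405 ratio as read-out.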
# IMPase cell inh – IMPase inhibition in cells | CHO-M1 cells, IP1 accumulation, HTRF TR-FRET ratio | P97697 | 120,000 tested, under 10 active | inhibition (IP1 accumulation), % at 46.1 µM; active means well fitted curve in the direction sought with a large enough effect in the signal ratio, not every such curve was filed as active; inconclusive means small, poorly fitted or top-dose-only effect, or a change in a side signal; inactive means no such curve, though single readings can be large or run the other way; the % refers to the signal ratio;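 further: cells stimulated with carbachol in lithium chloride buffer; plate controls were DMSO basal wells for no effect and reference inhibitor wells for full effect; higher means more IMPase inhibition seen as more IP1 and lower FRET ratio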
# Target sequence (P97697 whole entry, looked up): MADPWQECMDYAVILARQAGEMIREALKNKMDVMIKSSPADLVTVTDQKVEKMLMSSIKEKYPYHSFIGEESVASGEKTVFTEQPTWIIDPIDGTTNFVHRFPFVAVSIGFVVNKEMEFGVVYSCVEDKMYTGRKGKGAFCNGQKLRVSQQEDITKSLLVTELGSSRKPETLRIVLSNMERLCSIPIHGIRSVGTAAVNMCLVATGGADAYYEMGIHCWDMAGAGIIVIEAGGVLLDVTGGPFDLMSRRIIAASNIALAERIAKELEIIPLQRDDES
#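 Cellular IMPase inhibition is scored as a rise in cytosolic IP1, detected by competitive TR-FRET between d2-labelled IP1 and a europium anti-IP1 antibody. M1-expressing CHO cells were stimulated with carbachol for 30 min at 37C, with lithium (50 mM LiCl) present in the buffer.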
# PNC assembly inh – inhibitors of perinucleolar compartment assembly. PC3M PTB-GFP, PNC prevalence imaging, 16 h; stronger effect = lower value. activity change (PNC), negative = inhibition, % at 10 µM. hit rate 3.1% among 140,000. AID 2417;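 active means readout at or below -70, meaning at least 70% loss of cells showing the perinucleolar compartment, a nuclear body marking cancer cells; inconclusive means readout between -30 and a set limit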;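 further: plate controls were DMSO wells for no effect and camptothecin positive control wells for full effect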
#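 Read-out is percentage of cells bearing a perinucleolar compartment, from automated 20x imaging of fixed, Hoechst-stained PC3M PTB-GFP cells. Cells were seeded 4 h, then exposed 16 h to compound (23 nl of library stock) in duplicate plates.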
# * hit, by the source's call; ? = inconclusive; / = no result given; [ ] = dose if it differs, or a comment. Unless noted, the call rests on the fitted dose curve; in most records, active means well fitted curve in the direction sought with a large enough effect; inconclusive means small, poorly fitted or top-dose-only effect, or another doubt; inactive means no such curve, though single readings can be large; an effect the other way counts as inactive or inconclusive. Unless noted, on the % scale 0 is the no-effect control and ±100 the full control effect. Only part of the results is shown; rates above refer to the full screens.
SMILES,ALOX15B inhib,ALOX12 inhib,IMPase cell inh,PNC assembly inh
CC(C)n1c(-c2ccccc2F)n[nH]c1=S,/,7.1%,-5.0,-12.4
CSc1ccc(NC(=O)Nc2cc(C)ccn2)cc1,-9.6%[11.4 µM],3.7%[11.4 µM],/,/
Cc1cc2oc(C(=O)NC3CCS(=O)(=O)C3)c(C)c2cc1C (stereo unspecified),2.0%[2.29 µM],2.7%,-3.1,?
CN1CCN(CCCc2c3c(cc4c2CCC4)CCC3)CC1,/,7.4%,/,-4.8
O=C(c1ccccc1)N1CCCC(C(=O)N2CCc3ccccc3C2)C1 (stereo unspecified),1.7%,6.6%,6.2,62.8
CCN(CC(=O)NC(c1ccccc1)c1ccccc1)Cc1nc2ccccc2c(=O)[nH]1,51.2%[activator],-7.8%,2.4,22.3
Cc1ccoc1C(=O)Nc1cccc(Oc2ccccc2)c1,6.4%,11.9%,-0.5,-27.0
Cc1nn(Cc2ccccc2Cl)c(C)c1NC(=O)C1C2CCC(O2)C1C(=O)O (stereo unspecified),8.4%,-11.0%,13.1,-29.4
O=C(c1ccccc1)c1nn(-c2ccc(Cl)cc2)c(=O)cc1C(F)(F)F,-6.6%,-6.5%,6.4,?
COC(=O)[C@H]1Cc2cnoc2C[C@]1(C)C(=O)O,/,-1.6%,/,2.5
Cc1ccc(NC(=O)CN2C(=O)NC3(CCc4ccccc43)C2=O)cc1Cl (stereo unspecified),1.7%,-5.9%,5.1,-9.7
N=C1C(c2nc3ccccc3[nH]2)=C(O)CN1NC(=O)COc1cccc(F)c1,/,0.2%,/,22.2
O=C(NCc1ccc(F)cc1)c1cc(-c2ccco2)on1,-2.4%,-2.5%,-0.2,30.5
O=C(c1cnccn1)N(Cc1ccco1)C1(C(=O)NC2CCCCC2)CCCCC1,-0.7%,-3.0%,7.6,30.2
CC(=O)OCC(OC(C)=O)C(OC(C)=O)C(OC(C)=O)C(=O)Nc1ccc(C)cc1C (stereo unspecified),-1.7%,6.7%,1.7,-12.0
O=C(NCc1nc2ccccc2[nH]1)c1cccs1,0.7%,3.2%,-10.6,-86.8*
Cc1nnc2n1NC(c1ccc(Cl)cc1)C(C(=O)N1CCC(C)CC1)S2 (stereo unspecified),0.0%,-2.3%,1.3,-111.6*
COC(=O)c1ccc(-c2csc(NC(=O)c3ccc(S(=O)(=O)N4CCc5ccccc5C4)cc3)n2)cc1,/,-0.3%,/,?
O=C(/C=C/c1ccccc1)c1ccccc1,/,-2.7%,/,20.3
CCCOc1ccc(-c2c(C(=O)N/N=C/c3ccc(OC)cc3)nnn2-c2nonc2N)cc1,/,-2.9%,/,19.9
CCCC(=O)NC(c1cccs1)c1cc([N+](=O)[O-])c2cccnc2c1O (stereo unspecified),/,?,-2.1,-27.3
Cc1cc(O)ccc1Nc1nc2ccccc2nc1Nc1ccc(O)cc1C,-26.3%,-25.8%,-7.4,31.8
CCn1c(Cc2ccccc2)nnc1SCC(=O)OC(C)C,2.0%,0.7%,4.7,?
CCOC(=O)c1[nH]c2cc(OC)c(OC)cc2c1N,?,-10.7%,?,?
Clc1ccc(CN2C3=NCCN3c3ccccc32)cc1,19.5%,6.1%,4.7,?
COCC(O)CNc1ccccc1 (stereo unspecified),/,-0.5%,/,-3.0
CCOC(=O)C(CSCc1ccccc1)NC(=O)OC(C)(C)C (stereo unspecified),-0.9%,-9.9%,0.5,8.9
O=S(=O)(N1CCCCC1)n1nnc2ccccc21,8.7%,0.8%,0.5,?
Cn1nccc1/C=C(/C#N)S(=O)(=O)c1ccccc1,-10.3%,2.5%,5.2,?
CCc1cc2cccc(C)c2nc1SCC(=O)N1CCN(C(=O)c2ccco2)CC1,-9.0%,0.8%,-1.3,25.9
CCCCOC(=O)Nc1ccc(S(=O)(=O)Nn2cnnc2)cc1,0.9%,-5.2%,-3.4,16.9
O=C1c2ccccc2C(=O)N1CCCCON1C(=O)c2ccccc2C1=O,/,-0.2%,/,73.4
Cc1nc(NC(=S)NC(=O)c2cccs2)ccc1Br,/,-2.2%,/,20.4
CCOC(=O)c1ccc(Oc2c(C)oc3cc(OS(C)(=O)=O)ccc3c2=O)cc1,/,0.7%,/,?
COc1cc(OC)c(NC(=O)c2ccc(Br)o2)cc1Cl,-5.9%,-5.3%,1.4,-19.3
O=C1c2cccnc2C(=O)N1Cc1ccc(F)cc1,-2.8%,-3.2%,0.5,?
COc1cccc(C(C#N)N2N=C(C)CC2(C)C)c1O (stereo unspecified),/,-0.7%,6.5,40.2
Cc1ccc(Nc2nc(CSc3nnc(-c4cccnc4)n3-c3ccccc3C)cs2)cc1,/,-2.3%,/,?
Nc1cc(=O)[nH]c(SCc2nnc(-c3ccccc3)o2)n1,-5.3%,-2.4%,-1.4,3.6
Cc1ccc(S(=O)(=O)/C(C#N)=C/c2c(N3CCN(C)CC3)nc3c(C)cccn3c2=O)cc1,13.8%,-22.1%,11.7,7.4
Cc1ccc(C(=O)NNC(=O)CSc2nnc3c(n2)[nH]c2ccc(C)cc23)cc1,?,4.9%,3.4,-1.0
CCn1c(COc2ccc(=O)n(-c3ccccc3)n2)nnc1SCc1ccc(OC)cc1,-5.2%,4.1%,1.6,31.0
Cn1ncc(Br)c1C(=O)Nc1ccc(Br)cn1,/,-1.6%,/,?
Cc1ccc(F)cc1NC(=S)NCCc1ccccc1,/,-9.7%,/,-5.6
O=C(CSCc1ccc(Cl)cc1)NCc1ccccn1,/,-3.3%,/,13.4
Cc1nc(NC(=O)c2ccc(Cl)cc2)nc2cc3c(cc12)OCO3,/,0.2%,/,?
CN(Cc1cccc(F)c1)C(=O)c1ccc(S(=O)(=O)C(F)F)cc1,3.0%,-2.7%,7.3,34.5
CCCCCCn1c(=O)c(-c2nc3ccccc3c(=O)[nH]2)c(O)c2ccccc21,-2.8%,0.3%,-1.1,43.6
Cc1ccc(C(C(=O)NCc2ccco2)N(C(=O)Cn2nnc3ccccc32)c2ccccc2)o1 (stereo unspecified),-16.4%,-3.2%,4.3,42.5
CCOC(=O)CSc1nc2ccsc2c(=O)n1C1CCN(C(=O)OCC)CC1,-2.9%,-4.7%,9.1,-8.4
CCOC(=O)N1CCN(S(=O)(=O)c2ccc(C(=O)NNc3nc4c(C)cccc4s3)cc2)CC1,/,-13.7%,/,30.6
O=C(/C=C/c1cccs1)N1CCN(c2ccccc2F)CC1,/,2.1%,/,57.5
COC(=O)C1=C(C)NC(=O)/C1=C\c1cc(C)n(-c2c(C)cccc2C)c1C,?,-0.2%,1.0,28.2
CCCCCN(C(=O)NC(=O)Nc1ccc(C)cc1)S(=O)(=O)c1ccccc1,/,-4.7%,/,35.0
COC(=O)[C@H](CC(C)C)NC(=O)NCCCc1ccccc1,/,-0.9%,/,-7.7
COc1cc2ccccc2cc1C(=O)Nc1ccccc1N1CCN(S(C)(=O)=O)CC1,-3.3%,-7.7%,-19.9,0.2
O=C(NNC(=O)C1CCCO1)c1ccc(F)cc1 (stereo unspecified),/,-4.3%,/,2.2
O=C(COc1cccc(NC(=O)c2cccc([N+](=O)[O-])c2)c1)c1ccc(F)cc1,/,-7.4%,-7.6,?
O=C(NC(CO)Cc1ccc([N+](=O)[O-])cc1)C(Cl)Cl (stereo unspecified),/,0.7%,-27.5,-11.9
O=C(CN(CC1CCCO1)C(=O)CCC(=O)Nc1ccccn1)NCC1CCCO1 (stereo unspecified),-1.9%,1.9%,5.8,-17.0
# Next part.
SMILES,ALOX15B inhib,ALOX12 inhib,IMPase cell inh,PNC assembly inh
CC1CCCN(C(C(=O)Nc2ccc3c(c2)OCO3)c2ccccc2)C1 (stereo unspecified),18.1%,5.7%,4.7,-26.2
O=C(NC1CCCCCC1)C1CCC(CNS(=O)(=O)c2ccc(Br)s2)CC1 (stereo unspecified),/,1.1%,/,-25.6
CCCCCn1c(=N)n(CC(O)COc2ccccc2OC)c2ccccc21 (stereo unspecified),/,-0.8%,14.0,-21.1
O=C(Nc1ccccc1)OCCOc1ccccc1,-1.1%,-0.9%,6.5,-14.0
Cc1ccc(Cn2c(CN3CCOCC3)nc3c2c(=O)n(C)c(=O)n3C)cc1,/,12.1%,-18.7,-100.0*
O=C(O)Cn1c(-c2cscn2)nc2ccccc21,-2.1%,-0.8%,3.3,?
COc1cc(C)c(S(=O)(=O)N2CCOCC2)cc1C(C)C,-5.8%,-1.3%,-2.7,?
O=C(O)CSc1ncnc2c1oc1ccccc12,-1.9%,-0.9%,-28.4,-11.0
CCCCOc1cc(C[C@@H]2CNC(=O)N2)ccc1OC,20.9%,-4.3%,-8.0,/
CC(C)SCCCCOc1ccc2ccccc2c1,-19.6%,-12.6%,-17.9,?
CC(NC(=O)c1nn(C)c(=O)c2ccccc12)c1ccccc1 (stereo unspecified),/,7.0%,-11.7,38.9
CNCCCCOc1ccccc1Cc1ccccc1,39.6%[activator],1.7%,9.4,/
CS(=O)(=O)N(CC(=O)N1CCN(c2ccc(F)cc2)CC1)c1cccc(Cl)c1,7.2%,-10.6%,8.5,-14.9
CCOc1ccc2nc(NC(=O)c3ccc(OC)c(S(=O)(=O)N4CCOCC4)c3)sc2c1,0.1%,-21.8%,-10.1,14.4
CC(=O)c1c(C)[nH]c(C(=O)OC2CCCCC2=O)c1C (stereo unspecified),-6.9%,-2.7%,-0.7,?
COc1ccccc1C/C(N)=N/OC(=O)c1cccc([N+](=O)[O-])c1C,/,1.2%,/,32.9
COc1ccc(-c2nnc(SC(C)C(=O)Nc3cccc(Cl)c3)o2)cc1 (stereo unspecified),6.9%,-13.1%,13.0,-15.5
COCCCNS(=O)(=O)c1ccccc1,-4.2%,-1.3%,-5.0,-29.1
O=C1CCC/C1=c1\s/c(=C\c2cccnc2)c(=O)n1-c1ccccc1,-23.7%,-10.9%,13.6,-10.3
CC1(C)CC(=O)C2=C(C1)NC(Nc1nc3ccccc3o1)=NC21CCCCC1,12.9%,1.1%,-8.6,15.2
Cc1c(NC(=O)/C(C#N)=C/c2c(Oc3ccccc3)nc3ccccn3c2=O)c(=O)n(-c2ccccc2)n1C,/,0.7%,-4.6,-27.7
CCCNC(=O)CN(Cc1ccccc1F)S(=O)(=O)c1ccc(C)cc1,-2.9%,2.7%,-5.1,-28.8
Cc1ccc(Oc2nc(C(F)(F)F)nc3ccccc23)cc1,0.1%,3.3%,14.3,?
Cc1nc2ccccc2cc1C(=O)N/N=C/c1ccccc1[N+](=O)[O-],/,-1.4%,/,?

# Given with values under each structure: entries from further up.
# Results follow in this order: ALOX15B inhib	ALOX12 inhib	IMPase cell inh	PNC assembly inh
> CCOc1ccc2nc(NC(=O)c3ccc(OC)c(S(=O)(=O)N4CCOCC4)c3)sc2c1
    0.1%	-21.8%	-10.1	14.4
> CC1(C)CC(=O)C2=C(C1)NC(Nc1nc3ccccc3o1)=NC21CCCCC1
    12.9%	1.1%	-8.6	15.2
> Cc1nc2ccccc2cc1C(=O)N/N=C/c1ccccc1[N+](=O)[O-]
    /	-1.4%	/	?
> COc1ccccc1C/C(N)=N/OC(=O)c1cccc([N+](=O)[O-])c1C
    /	1.2%	/	32.9
> CC(=O)c1c(C)[nH]c(C(=O)OC2CCCCC2=O)c1C (stereo unspecified)
    -6.9%	-2.7%	-0.7	?
> COCCCNS(=O)(=O)c1ccccc1
    -4.2%	-1.3%	-5.0	-29.1

# More entries follow.
SMILES,ALOX15B inhib,ALOX12 inhib,IMPase cell inh,PNC assembly inh
CCOC(=O)c1c(NC(=O)c2c(Br)cnn2CC)sc(C)c1C,/,-2.2%,/,-12.3
CC(CNC(=O)c1ccc(Br)o1)NC(=O)c1ccc(Br)o1 (stereo unspecified),1.3%,-4.8%,-22.9,-10.4
CCc1ccc(NC(=O)CSc2nnc(COc3ccc4c(c3)CCCC4)o2)cc1,-10.1%,0.8%,-5.7,46.4
Cc1ccc(C(=O)CNc2nc3c(c(=O)[nH]c(=O)n3C)n2Cc2ccccc2)cc1,-1.0%,-4.3%,1.8,8.6

# Screens: PubChem, National Center for Advancing Translational Sciences (NCATS)
